# High-throughput results as filed in PubChem BioAssay.
# KCNQ1 inh: inhibitors of human KCNQ1 potassium channel | CHO-K1 KCNQ1, FluxOR thallium flux fluorescence; active compounds read high | P51787 | B-score at 10 µM | AID 2642 | actives 1.3% (n = 310,000);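 active = compounds whose thallium flux B-score, printed positive for inhibition, exceeds three library SD while starting fluorescence stays within three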;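 also: channel opened by potassium depolarization with thallium stimulus after 20 min compound exposure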
# TMEM16A inh: blocks the mouse calcium-activated chloride channel TMEM16A | Q8BHY3 | HEK293 TMEM16A/YFP iodide influx fluorescence, ionomycin | normalized B-score (activity score, 25-100; higher = stronger inhibition) at 10 µM | actives 1.2% (n = 310,000);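 active = ratio plate-corrected score three or more library SD toward inhibition, starting fluorescence score within five deviations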;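 also: score derived from kinetic fluorescence span divided by baseline fluorescence per well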
# KCNK3 block: human KCNK3 channel inhibition, primary screen | CHO-KCNK3 thallium flux, FluxOR fluorescence; active compounds read low | B-score at 10 µM | actives 0.84% (n = 340,000);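 active = B-score under library mean minus 4 SD, starting fluorescence ratio at most library mean plus 5 SD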;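 also: more negative B-score means stronger inhibition of thallium flux through KCNK3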
# Target sequence (O14649 whole entry, looked up): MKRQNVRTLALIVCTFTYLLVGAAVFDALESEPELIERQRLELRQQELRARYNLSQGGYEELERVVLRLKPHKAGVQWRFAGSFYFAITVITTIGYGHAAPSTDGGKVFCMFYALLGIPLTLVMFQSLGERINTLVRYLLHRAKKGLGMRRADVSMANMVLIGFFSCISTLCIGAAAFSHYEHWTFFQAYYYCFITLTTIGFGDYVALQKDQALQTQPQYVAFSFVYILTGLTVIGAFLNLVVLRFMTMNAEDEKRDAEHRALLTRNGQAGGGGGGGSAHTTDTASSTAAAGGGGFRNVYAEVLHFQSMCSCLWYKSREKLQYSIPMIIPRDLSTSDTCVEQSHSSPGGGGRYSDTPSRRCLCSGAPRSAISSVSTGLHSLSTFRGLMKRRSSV
# RGS4 block: inhibitors of human RGS4. P49798. actives 0.45% (n = 310,000). AID 463165. B-score at 10 µM. HEK293 M3R/RGS4 inducible, Fluo-4 calcium flux; active compounds read high; triggered by carbachol at its EC20;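 active = B-score, a plate-corrected calcium signal, over three deviations above library mean, with baseline fluorescence within five deviations of library mean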;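 also: RGS4 expression induced by doxycycline in cells with stable M3 receptor; B-score is computed from the integrated fluorescence ratio over baseline after carbachol; higher B-score means a larger calcium signal and so more RGS4 inhibition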
# Target sequence (P49798 whole entry, looked up): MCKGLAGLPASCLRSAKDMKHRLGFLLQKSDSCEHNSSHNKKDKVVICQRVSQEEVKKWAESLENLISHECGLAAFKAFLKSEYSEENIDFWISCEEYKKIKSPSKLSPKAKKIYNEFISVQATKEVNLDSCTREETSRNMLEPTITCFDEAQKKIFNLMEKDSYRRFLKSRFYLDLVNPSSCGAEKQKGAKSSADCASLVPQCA
# KCNK9 block: inhibitors of human KCNK9 two-pore domain potassium channel; Q9NPC2; HEK293 KCNK9, FluxOR thallium flux fluorescence; active compounds read low; B-score at 10 µM; actives 1.2% (n = 310,000); AID 488922;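 active = ratio B-score over 3 SD below the library mean, with starting fluorescence within 5 SD of its mean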;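 also: negative B-score means less thallium flux so channel inhibition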
# MrgX1 agonist: activates human MrgX1 receptor signaling. actives 0.44% (n = 310,000). AID 588627. B-score at 10 µM. MrgX1-HEK293 cells, Fluo-4 calcium fluorescence, agonist mode; active compounds read high;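 active = calcium response B-score plate-corrected fluorescence ratio at least 3 library SD, with starting fluorescence B-score inside 5 SD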
# Target sequence (Q96LB2 whole entry, looked up): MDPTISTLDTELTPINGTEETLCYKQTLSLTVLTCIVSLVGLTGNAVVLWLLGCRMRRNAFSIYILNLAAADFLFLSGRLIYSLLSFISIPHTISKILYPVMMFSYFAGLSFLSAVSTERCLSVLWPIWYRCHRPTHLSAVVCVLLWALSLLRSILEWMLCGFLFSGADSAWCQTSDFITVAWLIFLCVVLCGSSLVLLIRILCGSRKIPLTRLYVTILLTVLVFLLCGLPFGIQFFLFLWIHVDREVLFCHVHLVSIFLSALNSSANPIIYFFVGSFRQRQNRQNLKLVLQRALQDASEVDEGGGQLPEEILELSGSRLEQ
#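 Test system: Stable human MrgX1 HEK293 cell line | Schedule: Overnight plating before 1 h dye loading | Read-out basis: Baseline-normalised fluorescence change ratio, B-scored | Detection: Kinetic calcium dye fluorescence, Fluo-4 NW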
# MrgX1 PAM: allosterically activates human MrgX1 receptor signaling. Q96LB2. MrgX1-HEK293, Fluo-4 calcium flux, FDSS; active compounds read high. B-score at 10 µM. actives 0.63% (n = 310,000). AID 588675;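 active = plate-corrected calcium response at least 3 library SD above typical, normal starting fluorescence, not activating the receptor alone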;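 also: compound read alongside a low EC10 to EC30 dose of BAM8-22 agonist; peak minus trough fluorescence over baseline measured at the second addition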
# hERG protect: compounds protecting human hERG from proarrhythmic drug block; AID 1511; Q12809; activation (rescue from dofetilide block), less the hit threshold, % at 10 µM; actives 0.51% (n = 310,000); CHO-hERG, FluxOR thallium flux, dofetilide IC70 present;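 active = activation above the mean of controls blocked by dofetilide plus 5 SD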;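 also: thallium influx through hERG after potassium depolarization seen as dye fluorescence rise; in these data hits start at about 4.7%; inactives centre near -7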
# KCNQ1 pot: human KCNQ1 channel potentiation or activation. P51787. CHO-K1 KCNQ1, thallium flux FluxOR fluorescence; active compounds read high. actives 0.35% (n = 310,000). B-score at 10 µM. AID 2648;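 active = fluorescence ratio B-score, a plate-corrected score, at least three library SD, with initial intensity B-score within 5 SD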
#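 assay system = KCNQ1-transfected CHO-K1 cells | medium = assay buffer with matched DMSO | probe or stimulus = depolarizing K+/Tl+ stimulus, K2SO4 and Tl2SO4 each 12.5 mM in 5x stock | dosing = single dose | incubation = dye 90 min, compound 20 min, room temperature | detection = kinetic FluxOR fluorescence, 10 s baseline plus 110 s post-stimulus | evaluation = ratio B score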
# RGS4 act: potentiators or activators of RGS4. B-score at 10 µM. HEK293 M3R/inducible RGS4, carbachol calcium flux Fluo4; active compounds read low. actives 0.92% (n = 310,000);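 active = B-score of the integrated calcium signal more than 4 SD below the library mean, with starting fluorescence not abnormally high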;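 also: negative B-score means reduced calcium response which marks RGS4 activation or potentiation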
#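 Material: Inducible-RGS4 HEK293 cells carrying M3 receptor; also added: carbachol at ECmax as muscarinic agonist stimulus; incubation: compound preincubation 20 min at room temperature before agonist; signal: Fluo4-AM (2 µM) calcium-flux fluorescence, kinetic read; measure: integrated calcium ratio converted to B score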
# ANO1 activ: activators or potentiators of mouse TMEM16A chloride channel | HEK293 TMEM16A/YFP-H148Q/I152L, iodide quench fluorescence; active compounds read low | B-score at 10 µM | Q8BHY3 | actives 0.3% (n = 340,000);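 active = fluorescence-ratio B-score plate-corrected deviation score at least 3 library SD below zero, with starting fluorescence score within 5 deviations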;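 also: channel opened by trigger with iodide after compound preincubation; score built on the fluorescence ratio of max minus min over baseline; more negative score means more quench and so TMEM16A activation or potentiation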
# Numbers without * were called inactive; i = inactive; nt = not tested or not shown; & = joins results of further samples.
# Results follow in this order: KCNQ1 inh | TMEM16A inh | KCNK3 block | RGS4 block | KCNK9 block | MrgX1 agonist | MrgX1 PAM | hERG protect | KCNQ1 pot | RGS4 act | ANO1 activ
1: COc1ccc(C2=NOC3(CC(=O)N(c4ccc(C)cc4)C3=O)C2)c(OC)c1 (centres undefined)
 : i | i | i | i | i | i | i | -12.4 | i | i | i
2: COc1ccc(-c2nc(N)n(C(=O)c3ccc(C)cc3)n2)cc1
 : i | i | i | i | i | i | i | -6.0 | i | i | i
3: COc1cc(NC(=O)CCn2c(=O)[nH]c3ccsc3c2=O)cc(OC)c1
 : i | i | i | i | i | i | i | -1.6 | i | i | i
4: Cc1cc(N(CC(=O)NC2CC2)S(C)(=O)=O)ccc1Br
 : i | i | i | i | i | i | i | -4.3 | i | i | i
5: CC(=O)NC1=NC(=O)C(C)S1 (centres undefined)
 : i | i | i | i | i | i | i | -2.5 | i | i | i
6: CCN(CC)CCN1CCn2c3c(c4cc(C)ccc42)CCCC31 (centres undefined)
 : i | i | i | i | i | i | i | -19.4 | i | i | i
7: COc1ccccc1CNC(=O)c1ccc2c(=O)n(CC3CCCO3)c(=S)[nH]c2c1 (centres undefined)
 : i | i | i | i | i | i | i | -3.5 | i | i | i
8: O=c1c(Cl)c(N2CCNCC2)cnn1C12CC3CC(CC(C3)C1)C2
 : i | i | i | i | i | i | i | -14.7 | i | i | i
9: COc1ccc(-c2ccnc(SCC(=O)N3CCN(c4ccccc4)CC3)n2)cc1
 : i | i | i | i | i | i | i | -5.6 | i | i | i
10: CCN(CC)S(=O)(=O)c1ccc(C)c(NC(=O)COc2ccc(Br)cc2Cl)c1
 : i | i | i | i | i | i | i | -3.6 | i | i | i
11: CCOC(=O)c1[nH]c(C)c(CCC(=O)O)c1C
 : i | i | i | i | i | i | i | -9.6&-10.8 | i | i | i
12: CCOC(=O)[C@@H]1[C@H]2COc3ccccc3[C@@H]2N2C(=O)N(c3cccc(C)c3)C(=O)[C@]12C
 : i | i | i | i | i | i | i | -4.7 | i | i | i
13: O=c1cc(NS(=O)(=O)c2ccccc2)nc(SCc2ccc(Cl)cc2)[nH]1
 : nt | i | i | nt | nt | i | i | nt | nt | nt | i
14: COc1ccc(C2=NOC(C(=O)N3CCN(C(=O)c4ccco4)CC3)C2)cc1OC (centres undefined)
 : i | i | i | i | i | i | i | -7.3 | i | i | i
15: Cc1cc(NC(=O)CCC(=O)N(CC(=O)NCC2CCCO2)c2ccccc2C)no1 (centres undefined)
 : i | i | i | i | i | i | i | -9.8 | i | i | i
16: Cc1cc(C(=O)CN2C(=O)NC3(CCCCC3)C2=O)c(C)n1C
 : i | i | i | i | i | i | i | -9.8 | i | i | i
17: CCn1nc(C)cc1C(=O)N1CCCC(N2CCN(c3ccccc3OC)CC2)C1 (centres undefined)
 : i | i | i | i | i | i | i | -13.6 | i | i | i
18: NC1=NC[C@H](CC2CCCCC2)N1CCc1cc(C(F)(F)F)cc(C(F)(F)F)c1
 : i | i | i | i | i | i | i | -19.4 | i | i | i
19: COc1ccc(C(=O)NNC(=O)c2ccncc2)cc1
 : i | i | i | i | i | i | i | -3.4 | i | i | i
20: CC1C2C(c3ccccc3)N(C)C(=O)N(C)C2N(C)C(=O)N1C (centres undefined)
 : i | i | i | i | i | i | i | -11.4 | i | i | i
21: Cc1csc(=O)n1CCC(=O)OCC(=O)NCc1ccc(F)cc1
 : i | i | i | i | i | i | i | -2.5 | i | i | i
22: O=C(O)CCC(=O)Nc1cccc(C(=O)Nc2cccc(Cl)c2)c1
 : i | i | i | i | i | i | i | -3.5 | i | i | i
23: CN(CC(=O)Nc1ccccc1Cl)CC(=O)Nc1ccccc1[N+](=O)[O-]
 : i | i | i | i | i | i | 10.2* | -9.4 | i | i | i
24: CC(C)N(C(=O)C[n+]1ccsc1N)c1ccccc1
 : i | i | i | i | i | i | i | -1.6 | i | i | i
25: CCN(CC)c1ccc(NC(=O)c2cccc(F)c2)c(C)c1
 : i | i | i | i | i | i | i | -9.0 | i | i | i
26: NS(=O)(=O)c1ccc(CNC(=O)CCSCCC(=O)NCc2ccc(S(N)(=O)=O)cc2)cc1
 : i | i | i | i | i | i | i | 1.4 | i | i | i
27: O=C(Nc1c2c(nn1-c1ccc([N+](=O)[O-])cc1)CS(=O)(=O)C2)c1cccs1
 : i | i | i | i | i | i | i | -6.0 | i | i | i
28: CC1CC2=C(C(=O)O1)C(C)Nc1ccccc1N2 (centres undefined)
 : i | i | i | i | i | i | i | -3.0 | i | i | i
29: O=S(=O)(NCCC1=CCCCC1)c1ccc(F)cc1
 : i | i | i | i | i | i | i | -12.8 | i | i | i
30: O=C1CCC(C(=O)N2CCC(CO)CC2)CN1Cc1ccc(Cl)cc1 (centres undefined)
 : i | i | i | i | i | i | i | -4.2 | i | i | i
31: CCN(C(=O)COc1ccccc1)C1CCCCC1
 : i | i | i | i | i | i | i | 1.9 | i | i | i
32: Cc1ccc(Cn2nnnc2CN2CCC(c3nc4ccc(Cl)cc4[nH]3)CC2)cc1
 : i | i | i | i | i | i | i | -5.6 | i | i | i
33: COc1cccc(C2NC(=O)NC(C)=C2C(=O)OCC2CCCCC2)c1 (centres undefined)
 : i | i | i | i | i | i | i | -6.8 | i | i | i
34: Cc1cccc(COCC(Cc2ccccc2)N2CCN(C(=O)c3cccc(C)c3)CCC2=O)c1 (centres undefined)
 : i | i | i | i | i | i | i | -13.4 | i | i | i
35: Cc1cc(C)c2c(n1)SCC(=O)N2CC(=O)Nc1ccc(Br)c(C)c1
 : i | i | i | i | i | i | i | -4.6 | i | i | i
36: Oc1ccc(-n2nnnc2SCc2ccccc2Br)cc1
 : i | i | i | i | i | i | i | -6.6 | i | i | i
37: O=C(CSCc1cccs1)N1CCCC1
 : i | i | i | i | i | i | i | -3.0 | i | i | i
38: CC(=O)c1cnc2c(-c3ccc(Cl)cc3)c(C)nn2c1C
 : i | i | i | i | i | i | i | -5.3 | i | i | i
39: O=C(Nc1nc(-c2ccc(F)cc2)cs1)c1cccc(N2C(=O)CCC2=O)c1
 : i | i | i | i | i | i | i | -9.2 | i | i | i
40: CCN(CC)C(=O)CSc1nc2cc3c(cc2c(=O)n1Cc1ccc(OC)cc1)OCO3
 : i | i | i | i | i | i | i | -7.1 | i | i | i
41: COc1ccc(S(=O)(=O)Nc2c(C(=O)O)[nH]c3ccc(OC)cc23)cc1
 : i | i | i | i | i | i | i | -9.1 | i | i | i
42: COc1ccc(NC(=O)c2ccc(-n3cncn3)c([N+](=O)[O-])c2)cc1
 : i | i | i | i | i | i | i | -6.8 | i | i | i
43: O=C(O)CSc1nnc(-c2cccc(S(=O)(=O)N3CCOCC3)c2)n1-c1cccc(Cl)c1
 : i | i | i | i | i | i | i | -12.7 | i | i | i
44: Cc1ccccc1N=C(NOCc1ccc(Cl)cc1Cl)c1nonc1N
 : i | i | i | i | -16.1* | i | i | -11.4 | i | -7.31* | i
45: Cc1ccc(CN2C(=O)C(CC(C)C)Nc3ncnc(N4CCN(c5ccccn5)CC4)c32)cc1 (centres undefined)
 : i | i | i | i | i | i | i | -20.5 | i | i | i
46: O=C(CC1C(=O)N(Cc2ccccc2)C(=S)N1CCN1CCOCC1)Nc1ccc(F)cc1 (centres undefined)
 : i | i | i | i | i | i | i | -12.2 | i | i | i
47: O=C(O)c1ccc(N2CCOCC2)c(N2C(=O)C3C4C=CC(C4)C3C2=O)c1 (centres undefined)
 : i | i | i | i | i | i | i | -3.0 | i | i | i
48: Cc1ccccc1CN1CCN(CC(=O)NC(C)c2ccccc2)CC1 (centres undefined)
 : i | i | i | i | i | i | i | -7.5 | i | i | i
49: Cc1ccc2nc(NCc3ccccc3)c(C#N)cc2c1
 : i | i | i | i | i | i | i | -5.1 | i | i | i
50: Cc1ccc(-n2nnnc2SCC(=O)NC(C(=O)O)(c2ccccc2)c2ccccc2)cc1C
 : i | i | i | i | i | i | i | -7.1 | i | i | i
51: CC1(c2ccccc2)CC2CC(c3ccccc3)N1O2 (centres undefined)
 : i | i | i | i | i | i | i | -13.6 | i | i | i
52: COc1ccccc1CNC(=O)C1CC2Cn3c(nc4cc(Cl)c(Cl)cc43)C2N1C (centres undefined)
 : i | i | i | i | i | i | i | -9.8 | i | i | i
53: O=C(COC(=O)c1cccnc1Cl)NCCC1=CCCCC1
 : i | i | i | i | i | i | i | -3.8 | i | i | i
54: CCOC(=O)c1ccc(N2C(=O)c3cccc4c(C(=O)O)ccc(c34)C2=O)cc1
 : i | i | i | i | i | i | i | -0.1 | i | i | i
55: COc1cc(OC)c(NC(=S)NCc2ccccc2)cc1Cl
 : i | i | i | i | i | i | i | -4.8 | i | i | i
56: O=C(Nc1ccccc1C(=O)O)c1ccc(NC(=O)C2CCCCC2)cc1
 : i | i | i | i | i | i | i | -11.0 | i | i | i
57: Cc1cc(NS(=O)(=O)c2ccc(NC(=O)C3CCCCC3)cc2)no1
 : i | i | i | i | i | i | i | -6.5 | i | i | i
58: O=C(NCC1CC1)c1onc(CSc2ccccc2)c1C(=O)NCC1CC1
 : i | i | i | i | i | i | i | -9.8 | i | i | i
59: CC(Oc1ccc(F)cc1)C(=O)NN (centres undefined)
 : i | i | i | i | i | i | i | -7.7 | i | i | i
60: Cc1nn(CCCC(=O)NCc2ccccc2)c(=O)c2nccn12
 : i | i | i | i | i | i | i | -10.5 | i | i | i

# Later entries:
# Results follow in this order: KCNQ1 inh | TMEM16A inh | KCNK3 block | RGS4 block | KCNK9 block | MrgX1 agonist | MrgX1 PAM | hERG protect | KCNQ1 pot | RGS4 act | ANO1 activ
61: O=C1CN(C(=O)COc2ccccc2F)c2ccccc2N1
 : i | i | i | i | i | i | i | -4.2 | i | i | i
62: O=C(CN1CCCC1)N/N=C/c1ccc(-c2cccc(Cl)c2)o1
 : i | i | i | i | i | i | i | -8.2 | i | i | i
63: O=C(NC1CCCC1)C(c1ccccn1)N(C(=O)c1csnn1)c1ccccc1Cl (centres undefined)
 : i | i | i | i | i | i | i | -1.5 | i | i | i
64: C=CCNc1nc2c(c(=O)n(C)c(=O)n2C)n1CC(=C)C
 : i | i | i | i | i | i | i | -9.8 | i | i | i
